mcGAS lum: mouse cGAS inhibition by luminescence; recombinant cGAS, Kinase-Glo ATP depletion luminescence; inhibition, % at 12.5 µM; 160,000 compounds, 0.15% hits; AID 1259399;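 note: 0% = negative control wells and 100% = reference inhibitor with no enzyme activity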
NPYLR7 agonist: activates Aedes aegypti NPYLR7 receptor | HEK293T NPYLR7/Galpha15, GCaMP6s calcium fluorescence | AID 1259423 | 270,000 compounds, 0.15% hits | activation, % at 10 µM; in the data active = activation above about 40%;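 note: 0% = vehicle and 100% = reference agonist at the receptor; some compounds past the cut are filed as inactive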
hcGAS lum: human cGAS inhibition; recombinant h-cGAS, ATP depletion, Kinase-Glo luminescence; inhibition, % at 12.5 µM; 290,000 compounds, 0.081% hits; AID 1259398;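 note: 0% = vehicle reaction and 100% = reaction without DNA for no activity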
Target sequence (Q8N884 whole entry, looked up): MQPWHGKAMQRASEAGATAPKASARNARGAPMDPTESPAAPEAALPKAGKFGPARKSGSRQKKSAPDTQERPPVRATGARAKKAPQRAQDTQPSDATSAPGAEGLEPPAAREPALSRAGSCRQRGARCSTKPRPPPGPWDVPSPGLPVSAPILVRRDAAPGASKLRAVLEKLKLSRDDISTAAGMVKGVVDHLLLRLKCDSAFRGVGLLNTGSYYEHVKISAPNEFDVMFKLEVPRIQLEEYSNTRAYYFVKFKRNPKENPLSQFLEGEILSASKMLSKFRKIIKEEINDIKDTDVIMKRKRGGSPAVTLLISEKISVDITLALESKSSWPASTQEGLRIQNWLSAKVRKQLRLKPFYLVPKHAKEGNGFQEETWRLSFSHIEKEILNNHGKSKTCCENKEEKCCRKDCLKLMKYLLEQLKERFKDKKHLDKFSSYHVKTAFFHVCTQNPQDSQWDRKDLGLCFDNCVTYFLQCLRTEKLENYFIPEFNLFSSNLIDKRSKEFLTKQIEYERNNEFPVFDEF
* marks the source's active call; other numbers are inactive results; nt = no result given. Cut-off read from the data, not from the text of the source, unless noted: active = inhibition above about 40%; inactive = the rest. Compounds as they come; 0.29% or so of the library scored in one or more.

The opening seven compounds, to show the layout:
| no. | canonical_smiles | NPYLR7 agonist | mcGAS lum | hcGAS lum |
| --- | --- | --- | --- | --- |
| 1 | C=CCn1nnc(NC(=O)c2ccccc2)n1 | 2 | nt | -5 |
| 2 | Cc1cc(C)c(OCCCCNCCO)c(C)c1 | -9 | nt | -4 |
| 3 | CC(C)n1cc(C(=O)N2CCN(C(=O)C3CCCC3)CC2)c2nn(-c3ccccc3)c(=O)c-2c1 | -4 | 4 | 4 |
| 4 | CCCc1cc(C(=O)NCCn2c(C)nc3ccccc32)n[nH]1 | -6 | -17 | -9 |
| 5 | Cc1cc(C)cc(COc2coc(CN3CCN(S(=O)(=O)c4c(Cl)cccc4Cl)CC3)cc2=O)c1 | 5 | -5 | 0 |
| 6 | CCS(=O)(=O)N1CCN(c2cc(N3CCOCC3)nc(C)n2)CC1 | nt | -5 | -8 |
| 7 | CCC1CN(CCC(=O)NCC(c2cccnc2)N2CCOCC2)Cc2cc(OC)ccc2O1 (stereo not drawn) | -1 | -10 | -7 |

The whole of this part, previewed entries included:
| no. | canonical_smiles | NPYLR7 agonist | mcGAS lum | hcGAS lum |
| --- | --- | --- | --- | --- |
| 1 | C=CCn1nnc(NC(=O)c2ccccc2)n1 | 2 | nt | -5 |
| 2 | Cc1cc(C)c(OCCCCNCCO)c(C)c1 | -9 | nt | -4 |
| 3 | CC(C)n1cc(C(=O)N2CCN(C(=O)C3CCCC3)CC2)c2nn(-c3ccccc3)c(=O)c-2c1 | -4 | 4 | 4 |
| 4 | CCCc1cc(C(=O)NCCn2c(C)nc3ccccc32)n[nH]1 | -6 | -17 | -9 |
| 5 | Cc1cc(C)cc(COc2coc(CN3CCN(S(=O)(=O)c4c(Cl)cccc4Cl)CC3)cc2=O)c1 | 5 | -5 | 0 |
| 6 | CCS(=O)(=O)N1CCN(c2cc(N3CCOCC3)nc(C)n2)CC1 | nt | -5 | -8 |
| 7 | CCC1CN(CCC(=O)NCC(c2cccnc2)N2CCOCC2)Cc2cc(OC)ccc2O1 (stereo not drawn) | -1 | -10 | -7 |
| 8 | CC1CN(C2CCCCC2)CCC1=O (stereo not drawn) | 0 | nt | -4 |
| 9 | O=C(NC1CC1)C1CCN(c2ccc(C(F)(F)F)cn2)CC1 | 9 | nt | -4 |
| 10 | Cc1ccc(C(=O)NN2C(=O)C3C(C2=O)C2C=CC3C23CC3)cc1 (stereo not drawn) | 2 | -6 | -5 |
| 11 | CCn1c(C)c(C)n2c3c(=O)n(CC(C)=O)c(=O)n(C)c3nc12 | -2 | nt | -1 |
| 12 | Cc1ccc(N(CCCCN2C(=O)c3ccccc3C2=O)C(=O)c2ccc(S(=O)(=O)N(C)C)cc2)cc1 | -6 | 0 | 0 |
| 13 | Cc1cnc(C)c(N2CCC3(CCCN(C4CCOCC4)C3=O)C2)n1 (stereo not drawn) | nt | -5 | -9 |
| 14 | O=P(O)(Oc1ccc(Cl)cc1)Oc1ccc(Cl)cc1 | -4 | 0 | -1 |
| 15 | c1ccc2c(c1)OCC(c1nn3c(Cn4nnc5ccccc54)nnc3s1)O2 (stereo not drawn) | 1 | -8 | -3 |
| 16 | COc1coc(C(=O)Nc2nc3ccccc3s2)cc1=O | 8 | nt | -7 |
| 17 | O=C(O)c1ccccc1CN1CCN(C23CC4CC(CC(C4)C2)C3)CC1 | -3 | nt | 4 |
| 18 | CCN(CC)S(=O)(=O)c1ccc(NNS(=O)(=O)c2ccccc2Cl)nc1 | 10 | nt | -4 |
| 19 | CCOC(=O)N1CCC(NC(=O)c2cn(CCCc3ccccc3)nn2)CC1 | 7 | nt | -6 |
| 20 | FC(F)(F)c1nc2ccccc2nc1-c1ccccc1 | 5 | nt | -11 |
| 21 | Cc1ccc(CCNC(=O)c2ccc(-n3nc(-c4ccc(Cl)c(Cl)c4)cc3N)cc2)cc1 | -8 | 0 | -2 |
| 22 | Cc1nc(SCC(=O)c2ccccc2F)c2c3c(sc2n1)CCCC3 | 1 | -1 | -2 |
| 23 | Cn1cc(C(=O)O)c2[nH]c(=O)n(-c3ccc(Cl)cc3)c(=O)c21 | -4 | nt | -14 |
| 24 | COc1ccccc1/C=C/c1nc2c(C)cccn2c1NC(C)(C)CC(C)(C)C | 2 | -9 | -10 |
| 25 | CCC(C)N(Cc1c(C)nn(-c2ccccc2)c1N1CCN(CC)CC1)C(=O)c1ccc(C(F)(F)F)cc1 (stereo not drawn) | -1 | -1 | 2 |
| 26 | C#CC(=O)N1CCC(n2cnc3cc(C(F)(F)F)ccc32)CC1 | -1 | 7 | -1 |
| 27 | O=[N+]([O-])c1ccc(NC(=S)N2CCn3cccc3C2c2cccnc2)cc1 (stereo not drawn) | -2 | nt | -4 |
| 28 | Cc1ccc(C)c(OC(C)C(=O)NCc2ccoc2)c1 (stereo not drawn) | 3 | nt | -6 |
| 29 | COCC(=O)N(Cc1ccco1)Cc1cc(NC(=O)c2cccs2)ccc1N(C)C | -1 | -3 | -2 |
| 30 | COc1ccc(C(=O)N(CC2CCC(=O)N2)C(C)C)o1 (stereo not drawn) | 8 | -16 | 0 |

Taken from above:
Result for `CC(C)n1cc(C(=O)N2CCN(C(=O)C3CCCC3)CC2)c2nn(-c3ccccc3)c(=O)c-2c1` in hcGAS lum: 4
Result for `COc1ccccc1/C=C/c1nc2c(C)cccn2c1NC(C)(C)CC(C)(C)C` in hcGAS lum: -10

Single records (already shown).
COc1ccc(C(=O)N(CC2CCC(=O)N2)C(C)C)o1 (stereo not drawn) in the list: NPYLR7 agonist = 8; mcGAS lum = -16; hcGAS lum = 0
Cc1ccc(C(=O)NN2C(=O)C3C(C2=O)C2C=CC3C23CC3)cc1 (stereo not drawn) in the list: NPYLR7 agonist = 2; mcGAS lum = -6; hcGAS lum = -5

(more compounds)
| no. | canonical_smiles | NPYLR7 agonist | mcGAS lum | hcGAS lum |
| --- | --- | --- | --- | --- |
| 31 | COc1ccc(C(C)=O)cc1CN1CC(O)CC1C(N)=O (stereo not drawn) | 8 | nt | -6 |
| 32 | OC[C@H]1O[C@@H](n2cnc3c(NCCc4ccccc4)ncnc32)C(O)[C@H]1O (stereo partly drawn) | 3 | -2 | 8 |
| 33 | CC1(C)O[C@@H]2C[C@@](OCc3cccc(Cl)c3)(C(=O)NCC3CC3)CC(OCc3ccccc3F)[C@@H]2O1 (stereo partly drawn) | 25 | -6 | -3 |
| 34 | Cc1c(-c2ccccc2)[nH]c(=O)[nH]c1=O | 2 | -3 | -2 |
| 35 | CCOCCNC(=O)c1ccc(-n2nc(C(=O)OCC)cc2-c2ccc(Cl)cc2)cc1 | 4 | -6 | -4 |
| 36 | Nc1ccc(-c2nnc(-c3ccco3)o2)cc1 | 6 | -3 | -3 |
| 37 | CCCc1nc(C)cc(-c2ccc(F)c(CO)c2)n1 | -4 | -13 | 1 |
| 38 | CCCN1CCC(CNC(=O)NC2CCN(C(=O)CC)C2)CC1 (stereo not drawn) | 4 | nt | -2 |
| 39 | O=C(CCOC1CCOCC1)N1CCCc2cc(Cl)cc(F)c21 | -1 | nt | -10 |
| 40 | CC(=O)C1CC(C(=O)Nc2cccc(C#N)c2)=NN1c1ccccc1 (stereo not drawn) | -23 | nt | -8 |
| 41 | CN(C)c1ncnc2c1CCN(S(=O)(=O)c1cccc3nsnc13)C2 | 0 | nt | -7 |
| 42 | COc1ccccc1-c1ccc2c(c1)C(C)(Cc1ccc(Cl)cc1)C(=O)N2 (stereo not drawn) | 4 | -2 | 0 |
| 43 | CC(=O)N(c1ccc(C)c(C)c1)c1nc(CCl)cs1 | 0 | -2 | -2 |
| 44 | COc1ccc(C(=O)N(CC(=O)Nc2cc(C(C)(C)C)nn2-c2ccc(C)cc2C)CC(C)C)c(OC)c1 | nt | -9 | -11 |
| 45 | Cn1cc(C(=O)N2CCN(Cc3ccccc3)CC2)c2nn(-c3ccccc3)c(=O)c-2c1 | 5 | -9 | -5 |
| 46 | Cc1ccc2nc(COCC(=O)N3CC(c4cccnc4)C3)[nH]c2c1 | 7 | nt | -8 |
| 47 | O=C(Nc1ccc(Cl)cc1)N1CCSC1c1cccc(C(F)(F)F)c1 (stereo not drawn) | 3 | -3 | -4 |
| 48 | COCc1cc(CN2CCN(Cc3ccc(F)c(F)c3)C(CCO)C2)ccc1OC (stereo not drawn) | 9 | nt | -7 |
| 49 | COc1ccc(NC(=O)C=Cc2ccc(C)s2)c(OC)c1 | 4 | nt | -6 |
| 50 | COc1ccc(F)cc1C(=O)C1CCCN(Cc2nc3ccccc3n2C)C1 (stereo not drawn) | 5 | -3 | -1 |
| 51 | COc1ccccc1N1CCN(C2=NS(=O)(=O)c3ccccc32)CC1 | -1 | nt | 0 |
| 52 | COc1ccc([C@@H]2[C@@H](O)[C@H](O)[C@@H](C)N2C)cc1OC | 2 | -5 | 0 |
| 53 | COc1ccc(-c2cnc3c(c2)CN(C2CC2)C(=O)CCN3)cc1 | 22 | -4 | -1 |
| 54 | O=C(CCc1nc2ccccc2[nH]c1=O)OCc1cccc(C(=O)Oc2ccccc2)c1 | 8 | nt | -7 |
| 55 | CSCC(=O)Nc1cc(S(=O)(=O)N2CCCCC2)ccc1N(C)C | -2 | nt | -9 |
| 56 | Cc1ccccc1CNC(=O)NCC1CCN(C2CCN(C)CC2)C1 (stereo not drawn) | -2 | nt | 0 |
| 57 | Cc1ccc(CN(Cc2ccc(F)cc2)C(=O)CN(Cc2ccco2)C(=O)Cc2ccccc2)s1 | 13 | -3 | -1 |
| 58 | Cc1cccc(NC(=O)NCc2ccc3[nH]c(C)cc3c2)c1 | 9 | nt | 0 |
| 59 | COc1ccc2[nH]cc(C3CCN(C(=O)CN4CCCCCC4=O)CC3)c2c1 | 5 | -14 | -5 |
| 60 | CCc1ccc(S(=O)(=O)NCCOc2cc(N3CCCCC3)ncn2)s1 | 2 | nt | -7 |

Later entries.
| no. | canonical_smiles | NPYLR7 agonist | mcGAS lum | hcGAS lum |
| --- | --- | --- | --- | --- |
| 61 | NC(=O)c1ccc(S(=O)(=O)NCC2(N3CCCCC3)CCCCC2)cc1 | 1 | nt | -5 |
| 62 | Cc1ccc(N(C)S(=O)(=O)c2ccsc2-c2nc(-c3cccnc3)no2)cc1F | nt | -10 | -6 |
| 63 | Cc1c(C(=O)Nc2cccc(Oc3ccccc3)c2)sc(=O)n1Cc1ccc(C(=O)N(C)C)cc1 | 16 | nt | -4 |
| 64 | Cc1cccc(N=Nc2c(O)[nH]c3ccc(Br)cc23)c1 | 1 | nt | -7 |
| 65 | CC1CCN(CCNC(=O)c2cc(F)ccc2F)CC1 | -5 | nt | 2 |
| 66 | CC(Nc1ccc(Oc2cccc3cccnc23)cc1)C(=O)NC(N)=O (stereo not drawn) | 0 | nt | 9 |
| 67 | CCCNC(=O)Cn1nc2c(c1NC(=O)c1ccc(-c3ccccc3)cc1)CSC2 | 5 | 3 | 9 |
| 68 | O=C([C@@H]1CCCN1C1=NS(=O)(=O)c2ccccc21)N1CCN(c2ncccn2)CC1 | -1 | -5 | -2 |
| 69 | CCOC(=O)c1cc2c(=O)n3cccc(C)c3nc2n(C(C)C)c1=N | 4 | nt | -6 |
| 70 | O=C(c1c(F)c(F)c(F)c(F)c1F)N1CCc2ccccc2C1c1ccc(Cl)cc1 (stereo not drawn) | 23 | -7 | -5 |
| 71 | COCCN(Cc1cccs1)C(=O)c1nccnc1C(=O)N1CCCCC1 | 18 | -11 | -7 |
| 72 | CCOC(=O)Cc1c(C)nc2ncnn2c1N1CCN(C(=O)COC(C)=O)CC1 | 26 | -6 | -1 |
| 73 | COc1cc(=O)n(-c2ccccc2C)nc1C(=O)N1CCOCC1 | 5 | nt | -6 |
| 74 | O=C(COc1ccccc1)NCc1cc(-c2ccc3c(c2)OCO3)on1 | 4 | 0 | 0 |
| 75 | CC(=O)OC1CCC2(C)C(=CC=C3C2CCC2(C)C3CCC2C(C)/C=C/C(C)C(C)C)C1(C)C (stereo not drawn) | nt | -4 | -4 |
| 76 | CNC(=O)c1ccc(CN(C)c2nc3ccccc3nc2C)cc1 | -6 | nt | -14 |
| 77 | O=C(CNC(=O)c1cccc(Br)c1)N=Nc1c(O)n(Cc2ccc3c(c2)OCO3)c2ccccc12 | -2 | -4 | -2 |
| 78 | COCCN(CC(=O)N(CCc1ccc(OC)c(OC)c1)Cc1cccs1)C(=O)Nc1ccc(C)c(Cl)c1 | -4 | -5 | -11 |
| 79 | Cc1n[nH]c(C)c1CNC(=O)CC(c1cccc(Cl)c1)c1ccccc1O (stereo not drawn) | -1 | nt | -12 |
| 80 | C=CCSc1nnc2c3ccccc3n(CC=C)c2n1 | 3 | -2 | 0 |
| 81 | CCOC(=O)C1=C(C)N=c2s/c(=C/c3ccc([N+](=O)[O-])cc3)c(=O)n2C1c1cccs1 (stereo not drawn) | -1 | -3 | -3 |
| 82 | CN(CC1COCCO1)c1nc(-c2csc3ccccc23)ccc1C(=O)N1CCC(N2CCc3ccccc3C2)CC1 (stereo not drawn) | 10 | nt | -10 |
| 83 | CC1=C[C@@H](CNC(=O)c2cncnc2)[C@H](C(C)C)C[C@H]1CC(=O)NC1CCCC1 | -14 | -9 | -5 |
| 84 | COC(=O)CCCCC(=O)NCc1cccc(-c2ncc(-c3cc(OC)ccc3OC)[nH]2)c1 | -7 | -4 | -1 |

Three compounds from above with just hcGAS lum and mcGAS lum.
No.	Structure	hcGAS lum	mcGAS lum
70	O=C(c1c(F)c(F)c(F)c(F)c1F)N1CCc2ccccc2C1c1ccc(Cl)cc1 (stereo not drawn)	-5	-7
71	COCCN(Cc1cccs1)C(=O)c1nccnc1C(=O)N1CCCCC1	-7	-11
72	CCOC(=O)Cc1c(C)nc2ncnn2c1N1CCN(C(=O)COC(C)=O)CC1	-1	-6

Screening results deposited in PubChem BioAssay by Fisher Drug Discovery Resource Center.
